Screening data deposited in PubChem by several laboratories.
FLuc inh counter – firefly luciferase enzyme inhibitors, primary screen, artefact control for luciferase-based inhibitor screens, biochemical, luminescence, ATPLite; inhibition, % at 10 µM; AID 1006, 2008; 10 min; 200,000 compounds, 1.5% hits; Luciferin 4-monooxygenase (Photinus pyralis), P08659;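 active = inhibition above about 50% when tested at 10 µM, limit read from the data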
Target sequence (P08659 whole entry, looked up): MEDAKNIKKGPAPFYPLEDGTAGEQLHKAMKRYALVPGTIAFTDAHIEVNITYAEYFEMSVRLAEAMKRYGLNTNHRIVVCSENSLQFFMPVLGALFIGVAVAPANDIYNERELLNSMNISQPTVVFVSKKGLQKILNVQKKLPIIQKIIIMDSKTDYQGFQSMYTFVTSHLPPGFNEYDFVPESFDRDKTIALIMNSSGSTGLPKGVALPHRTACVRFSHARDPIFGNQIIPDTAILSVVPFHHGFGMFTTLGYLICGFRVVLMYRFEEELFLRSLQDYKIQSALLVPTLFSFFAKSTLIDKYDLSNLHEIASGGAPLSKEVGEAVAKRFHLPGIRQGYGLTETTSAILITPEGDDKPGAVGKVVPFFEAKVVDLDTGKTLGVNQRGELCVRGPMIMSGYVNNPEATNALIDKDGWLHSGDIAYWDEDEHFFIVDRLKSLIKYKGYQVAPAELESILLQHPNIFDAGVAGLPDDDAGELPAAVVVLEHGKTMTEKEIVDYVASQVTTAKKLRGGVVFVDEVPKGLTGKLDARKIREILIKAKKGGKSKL
RAM network inh – inhibitors of the yeast RAM network, primary screen, dse1pr::URA3 reporter, 5-FOA selection; AID 868, 2007; S. cerevisiae dse1pr::URA3 reporter, 5-FOA growth OD615, 2 d; analog-sensitive cbk1-as2 kinase mutant strain; 190,000 compounds, 1.8% hits; inhibition, % at 50 µM;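 active = inhibition above a set limit, 3 SD over mean compound inhibition, cut at about 8.4% in these data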;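 also: 0% = DMSO-only wells with no growth and 100% = 10 µM 1-NA-PP1 full growth; inhibition rescues growth on 5-FOA so higher OD means more RAM inhibition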
STAT1 blocker – STAT1 signaling inhibitors, primary screen, cell-based, HTS, luciferase reporter; NIH 3T3 STAT1-luciferase reporter, IFN-gamma, luminescence; inhibition, % at 5.5 µM; 200,000 compounds, 0.35% hits;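 active = inhibition above a set limit, the mean inhibition across all tested compounds plus 3 SD, cut at about 34% in these data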;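 also: 0% = IFN-gamma with DMSO and 100% = IFN-gamma with 300 µM nifuroxazide; values of inactives mirror those of a sister screen read the other way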
APP 5'UTR act – activators of APP 5'UTR luciferase reporter, primary screen, SH-SY5Y cells; SH-SY5Y APP 5'UTR luciferase reporter, luminescence; zero percent = DMSO vehicle wells; activation, % at 2 µM; 190,000 compounds, 1% hits;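 active = activation above a set limit, based on mean plus 3 SD of controls, cut at about 140% in these data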; also: values of inactives mirror those of a sister screen read the other way
STAT3 inh – IL-6 driven STAT3 reporter inhibitors, primary screen, U3A cells, luciferase, luminescence, MLSCN library | IL-6 STAT3-luciferase reporter; host cell line lacks STAT1 | inhibition, % at 5.5 µM | 190,000 compounds, 0.89% hits | AID 862, 2007;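 active = inhibition above the mean inhibition across all screened compounds plus 3 SD, cut at about 44% in these data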;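 also: 0% = DMSO only wells and 100% = 100 µM nifuroxazide control wells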
STAT1 activator – STAT1 signaling activators, primary screen, cell-based, HTS, luciferase reporter; activation (% of control), % at 5.5 µM; NIH 3T3 STAT1-luciferase reporter, IFN-gamma, luminescence; 100% = IFN-gamma alone, no compound; 200,000 compounds, 2.6% hits;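 active = activation above the screen-wide mean activation plus 3 SD, cut at about 130% in these data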;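 also: raw ratio to IFN-gamma control signal so 100% means no change and 0% no light; values of inactives mirror those of a sister screen read the other way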
STAT3 activator – IL-6 driven STAT3 reporter potentiators, primary screen, U3A cells, luciferase, luminescence, MLSCN library. activation (% of control), % at 5.6 µM. IL-6 STAT3-luciferase reporter; 100% = signal with IL-6 EC80 alone. 190,000 compounds, 0.91% hits. AID 871, 2007;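 active = activation above the screen-wide mean of compound activation plus 3 SD, cut at about 130% in these data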;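 also: 0% = background luminescence of wells with medium and substrate only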
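Material: STAT3-luciferase reporter U3A cells; Probe or stimulus: IL-6 (33 ng/mL); Incubation: compound pre-incubation 1 h before IL-6, then 6 h stimulation at 37 °C; Technique: luminescence from STAT3-driven luciferase reporter; Evaluation: % activation versus median of IL-6-stimulated wells; Controls: IL-6-only high control.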
NF-kB expr up – activators of NF-kB expression in neurons, primary screen, cell-based, HTS; fold change at 12.5 µM; 190,000 compounds, 1.6% hits; human neuronal cells, NF-kB reporter expression; stronger effect = higher value; in the data active = fold change above about 3.3
Hsp70 activator – Hsp70 transcriptional activators, primary screen, cell-based, HeLa, Hsp70 promoter luciferase, luminescence, 10 µM; HeLa Hsp70 promoter luciferase reporter; scaled: vehicle 0, proteasome-inhibitor control 100%; activation, % at 10 µM; 200,000 compounds, 0.04% hits;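 active = activation above the mean across all tested compounds plus 3 SD, cutoff set per campaign, cut at about 5.5% in these data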;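 also: 100% = MG132 at 30 µM as the positive control and 0% = DMSO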
APP transl inh – inhibitors of APP translation via 5'UTR reporter, primary screen, APP 5'UTR luciferase, SH-SY5Y cells; inhibition, % at 2 µM; SH-SY5Y APP 5'UTR-luciferase reporter, luminescence; 190,000 compounds, 0.82% hits;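 active = inhibition above a set limit, derived from the sample mean plus 3 SD, cut at about 45% in these data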; also: values of inactives mirror those of a sister screen read the other way
* = called active by the depositor; . = no result given. No enrichment for hits. Share with any hit: about 7.7%.

SMILES	FLuc inh counter	RAM network inh	STAT1 blocker	APP 5'UTR act	STAT3 inh	STAT1 activator	STAT3 activator	NF-kB expr up	Hsp70 activator	APP transl inh
COC(=O)c1c(NC(=O)Cc2ccccc2)sc(C)c1C	-6.1	1.3	-1.6	-15.2	-1.4	101.5	104.2	1.19	0.1	15.2
Cc1nn(C)c(C)c1/C=C(\C#N)C(N)=O	-6.3	0.8	-1.8	12.8	-2.4	101.6	99.9	0.99	0.1	-12.8
COC(=O)c1ccc(NC(=S)NCCCn2ccnc2)cc1	-6.5	1.0	-0.4	-14.4	-4.1	99.1	108.1	1.03	-0.1	14.4
Cc1ccc(C(=O)C(NC(=O)c2ccco2)Nc2sc3c(c2C(N)=O)CCCC3)cc1 (stereo unspecified)	-3.9	2.1	1.6	-1.0	-5.0	98.5	105.0	1.01	-0.2	1.0
Cc1cc(C)cc(C(=O)N2CC(=O)Nc3ccccc32)c1	-5.0	2.1	-7.6	-91.5	-11.2	110.2	109.4	2.73	0.1	91.5*
O=C(Oc1ccccc1C(=O)Oc1ccccc1)c1cccnc1	-7.8	2.9	-0.5	-2.9	1.5	98.7	101.9	1.36	-0.1	2.9
COc1ccc(CN(C)CC(=O)NC(C)c2ccccc2)c(OC)c1 (stereo unspecified)	-8.0	3.0	-6.7	14.7	8.3	104.0	97.5	1.05	0.0	-14.7
COc1ccc(C(=O)N/C(=C\c2ccc3c(c2)OCO3)C(=O)NCCc2nc3ccccc3[nH]2)cc1	-6.1	1.8	-5.5	-10.0	2.0	104.9	98.6	1.57	-0.3	10.0
CC(CCc1ccccc1)NC(=O)N1CCOCC1 (stereo unspecified)	-3.8	-0.4	5.5	3.4	-6.6	95.1	103.3	1.02	-0.1	-3.4
O=C(OCC(=O)N1CCCCCC1)c1n[nH]c(=O)c2ccccc12	-0.9	0.6	-0.7	13.2	5.3	99.6	100.9	0.92	-0.1	-13.3
CCC1CCCCN1S(=O)(=O)c1ccccc1[N+](=O)[O-] (stereo unspecified)	-3.9	1.4	7.0	5.5	3.2	94.1	97.9	1.02	-0.2	-5.5
CCn1c(-c2cccc(Br)c2)n[nH]c1=S	3.5	0.2	4.3	0.4	3.6	96.4	100.1	0.98	-0.4	-0.4
CC(C)CC(CO)N1CCN(C(=O)c2ccc(C(C)(C)C)cc2)CCC1=O (stereo unspecified)	-4.8	-0.4	-1.5	-2.2	2.0	101.4	96.0	1.22	-0.2	2.2
C=CCn1c2ccccc2c2nnc(SC(CC)C(=O)Nc3nc(C)c(C(=O)OCC)s3)nc21 (stereo unspecified)	-4.0	1.3	3.3	7.5	-0.1	97.0	102.6	1.11	-0.3	-7.5
CCOC(=O)N1CCC(n2c(SCC(=O)Nc3ccccc3OC)nc3ccccc3c2=O)CC1	-6.5	7.2	11.8	-19.6	15.6	94.2	89.6	0.59	0.1	19.6
O=C(O)c1ccccc1C(=O)NCc1ccc(F)cc1	-8.4	0.4	-0.2	0.2	-1.7	100.2	106.0	1.11	0.1	-0.2
Cc1c(NS(=O)(=O)c2cccc(C(=O)OCC(=O)N(C)C3CCCCC3)c2)c(=O)n(-c2ccccc2)n1C	-4.7	0.5	6.0	-2.9	9.2	94.6	99.2	1.17	0.0	2.9
O=C(OCC(=O)N1CCCCCC1)c1ccc(S(=O)(=O)N2CCOCC2)cc1	-3.6	-0.1	-2.9	17.1	-5.2	101.3	105.9	1.02	-0.2	-17.1
O=C(O)c1ccc(NS(=O)(=O)c2ccc(Cl)c(Cl)c2)cc1O	-9.4	1.4	0.8	6.2	8.7	99.3	97.5	1	-0.4	-6.2
Cc1[nH]nc2c1C(c1cccs1)C1=C(CCCC1=O)N2 (stereo unspecified)	-2.3	1.5	5.4	8.7	5.7	92.2	99.2	1.19	0.1	-8.7
CCOC(=O)c1ccc(NC(=O)CSc2nnc(Cn3c(=O)sc4ccccc43)n2C)cc1	-9.1	1.1	5.5	6.4	9.7	95.7	92.2	1.1	-0.4	-6.4
O=C(CSc1nc2c(c(=O)n1-c1ccc(Cl)cc1)SCC2)NCC1CCCO1 (stereo unspecified)	-2.0	-0.8	7.1	10.4	6.2	94.5	100.3	0.99	-0.5	-10.4
O=C(OCc1ccco1)c1cccnc1	-5.8	1.0	-10.1	13.4	-6.8	107.7	107.8	0.9	-0.2	-13.4
O=C(CNS(=O)(=O)N1CCOCC1)N/N=C/c1cccnc1	-3.3	0.5	-10.2	6.6	-8.6	107.9	111.5	1	-0.1	-6.6
CCOC(=O)/C=c1\s/c(=C\c2sccc2C)c(=O)n1CC(=O)NCc1ccc(C)cc1	-4.6	-0.1	9.5	7.2	5.1	91.6	100.9	.	0.0	-7.2
Further records.
SMILES	FLuc inh counter	RAM network inh	STAT1 blocker	APP 5'UTR act	STAT3 inh	STAT1 activator	STAT3 activator	NF-kB expr up	Hsp70 activator	APP transl inh
Cc1cc2c(n1-c1ccc(C(N)=O)cc1)CC(C)(C)CC2=O	-1.1	0.8	3.8	-14.6	8.7	94.9	95.4	1.72	-0.4	14.6
CC(C)CC1NC(=O)N(CC(=O)N2CCCc3ccccc32)C1=O (stereo unspecified)	-0.7	0.9	-2.2	8.5	-6.0	101.4	107.0	1.32	-0.1	-8.5
c1ccc(COc2ccc(OCCCNC3CCCC3)cc2)cc1	-2.9	0.2	-2.0	13.6	-10.3	101.8	109.8	1.39	0.3	-13.6
CCOC(=O)CNc1c(-c2ccc(O)cc2)nc2ccccn12	5.9	2.3	-3.0	14.7	-5.8	102.8	107.0	1.33	0.2	-14.7
CC(C)NC(=O)CN(Cc1ccccc1)S(=O)(=O)c1ccccc1	-2.7	1.4	-1.0	-4.0	-5.6	102.3	108.3	1.01	0.1	4.0
Cn1c(=O)oc2cc(S(=O)(=O)NCCC(=O)Nc3ccc4c(c3)OCCO4)ccc21	-8.2	1.8	-4.4	6.0	-0.7	103.0	106.1	0.76	0.0	-6.0
Cc1cc(C)cc(C(=O)N(NC(=O)Nc2ccc(Cl)cc2)C(C)(C)C)c1	-4.2	3.8	5.5	2.5	9.3	95.0	96.8	1	-0.2	-2.5
Cc1ccc(NCN2C(=O)C3C4CCC(C4)C3C2=O)cc1 (stereo unspecified)	-8.2	0.1	0.3	3.5	22.5	99.7	86.5	1.02	-0.3	-3.5
O=C(CCNS(=O)(=O)c1cccs1)Nc1nccs1	-10.0	1.1	0.2	5.5	5.3	99.8	99.8	1.1	-0.3	-5.5
COc1cc(/C=N/NS(=O)(=O)c2ccc(C)cc2)ccc1OCc1cccc(C(=O)O)c1	-2.6	1.2	72.1*	-31.4	47.1*	32.5	61.0	2.29	-0.7	31.4
O=C(NC1CCCCC1)C(c1ccco1)N(C(=O)C(F)(F)F)C1CC1 (stereo unspecified)	-4.1	0.5	19.8	-23.9	-3.4	75.7	105.6	1.32	-0.2	23.9
O=C(Cn1c(-c2ccccc2)c[n+]2ccsc12)c1ccccc1	-3.7	0.6	9.9	-4.0	7.3	90.7	95.8	0.68	-0.2	4.0
CCC(C)(C)NC(=O)/C=C/c1cc(OC)c(OC)c(S(=O)(=O)N2CCc3ccccc32)c1	1.8	9.1*	6.8	3.6	-2.5	92.2	112.5	1.11	-0.3	-3.6
O=C(Cn1nnc(-c2ccc(S(=O)(=O)N3CCCC3)cc2)n1)Nc1ccccc1-n1cccc1	-7.9	1.6	-2.1	6.7	4.3	101.9	100.0	0.37	-0.4	-6.7
Cc1ccc(S(=O)(=O)N2CCN=C2SCc2ccc(Cl)c(Cl)c2)cc1	-6.4	8.2	-4.1	-23.5	-0.1	103.6	102.5	0.94	-0.3	23.5
CC(=O)Nc1nc(-c2cccs2)cs1	7.9	0.3	-3.9	11.7	2.8	103.6	99.9	1.56	-0.3	-11.7
O=C(CCc1n[nH]c(=O)[nH]c1=O)Nc1cccc([N+](=O)[O-])c1	-7.3	1.0	-8.3	4.8	10.4	105.9	100.0	1.22	0.1	-4.8
CCCCOCCCn1c(-c2ccco2)nc2nc3ccccc3nc21	-1.6	1.8	0.0	2.4	5.7	100.0	98.7	0.74	-0.1	-2.4
CCOC(=O)N1CCN(C(=O)COc2cc(=O)n(C)c3ccccc23)CC1	-6.7	-0.1	10.4	-9.2	7.8	90.4	95.8	0.82	-0.2	9.2
